PL synth Enamine = blocks phospholipid synthesis in CHO cells, Enamine compounds; ZR-82 CHO cells, pyrene fatty acid UV survival, CellTiter Blue; peroxisome-deficient CHO-K1 mutant line; plus DGAT-1, DGAT-2 and ACAT inhibitors; 20,000 compounds, 0.4% hits; AID 1347385; calls only at 10 µM;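 active = cell survival signal 2 SD away from solvent-only control wells, confirmed on one or two retests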;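 also: 3 h compound exposure then viability read about one day after UV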
Calls only; i = inactive; + = active, no number. An excerpt. The share of hits here may be higher or lower than overall.

SMILES	PL synth Enamine
COCCn1c(O)c(C=Nc2c(C)nn(C)c2C)c(=O)[nH]c1=S	i
CN(c1ccccc1)c1ccc(/C=C/c2ccc3c4ccccc4ccc3[n+]2-c2ccc(O)cc2)cc1	i
CN=c1scc(-c2ccc(Cl)c(Cl)c2)n1/N=C/c1ccc(Cl)cc1	i
Fc1ccccc1C1CC(c2ccccc2)=NN1c1ccccc1 (stereo not drawn)	i
Clc1snnc1CSc1nnc(-c2cccs2)n1C1CC1	i
Nc1cc[n+](CC(=O)c2ccc3c(c2)OCCO3)cc1	i
Cc1ccc(-c2nnc(SCc3cn4cccc(C)c4n3)o2)cc1C	i
COc1cc(/C=C2\SC(=S)NC2=O)cc(Br)c1O	i
COc1ccc(/C=C2\N=C(c3ccc(OC(F)F)cc3)OC2=O)cc1	i
COC(=O)c1sc(N)c(C(=O)OC)c1COC(=O)CCC(=O)c1cccs1	i
Fc1ccccc1-c1c2c(nc3ccc(Cl)cc13)-c1ccccc1OC2	i
CN=c1scc(-c2ccccc2)n1/N=C/c1ccc2c(c1)OCCO2	i
Clc1ccc2nnn(OCc3ccccc3Cl)c2c1	i
Brc1ccc(Oc2ncnc3sccc23)c(Br)c1	i
O=c1/c(=C/c2ccccc2I)sc2nc3ccccc3n12	i
O=[N+]([O-])c1ccccc1OC(=NC1(C(Cl)(Cl)Cl)Oc2ccccc2O1)C(F)(F)F	i
CCCCCCCCCCCCCCCC[n+]1cccc2ccccc21	i
C(=N\n1c(-c2ccccc2)csc1=NCc1ccccc1)/c1cccnc1	i
O=S(=O)(Nc1ccc(S(=O)(=O)C(F)F)cc1)c1ccc(Cl)c(Cl)c1	i
O=[N+]([O-])c1ccc(-c2n(-c3ccccn3)c3ccccc3[n+]2-c2ccccn2)cc1	i
OC(c1nc2ccccc2[nH]1)C(O)c1nc2ccccc2[nH]1 (stereo not drawn)	i
C=CCNC(=S)NCc1ccc(CNC(=S)NCC=C)cc1	i
CCOC(=O)c1c(C)[nH]c(C(=O)CSc2ncn[nH]2)c1C	i
Nc1nc(SCc2nnc(-c3ccc(Cl)cc3)o2)n[nH]1	i
Cc1cccc[n+]1Cc1ccccc1	i
CN1CCN(Cc2oc(CO)cc(=O)c2O)CC1	i
CCC1CCc2sc(C(=O)O)cc2C1 (stereo not drawn)	i
c1ccc(-n2nnnc2SCc2nc3ccccc3o2)cc1	i
Cc1cc(-n2c(C)cc(C(=O)Cn3cnc4c3c(=O)n(C)c(=O)n4C)c2C)no1	i
O=c1c2ccccc2nc2c3ccccc3c(Sc3ccccc3)nn12	i
O=[N+]([O-])c1cc2c(c(CSc3cccc[n+]3[O-])c1)OCOC2	i
O=S(=O)(Nc1ccc2cnn(S(=O)(=O)c3c(Cl)cccc3Cl)c2c1)c1c(Cl)cccc1Cl	i
CCN(CC)CCNC(=O)C12CC3CC(CC(C3)C1)C2	i
O=C(COC(=O)c1ccc(Cl)s1)c1ccc[nH]1	i
C=C(C)CN(CC)CN1C(=O)NC2(CCC(C)CC2)C1=O (stereo not drawn)	i
Cc1nc(SCc2cc(=O)n3c4c(sc3n2)CCCC4)c2c(C)c(C)sc2n1	i
COC(=O)C1=C(C)Nc2nc(SCC(C)C)[nH]c(=O)c2C1c1sccc1C (stereo not drawn)	i
CCN(C(=O)CSc1nc(C)nc2sc(C)c(C)c12)C1CCS(=O)(=O)C1 (stereo not drawn)	i
Cc1cc(C(=O)OCc2nc(-c3cccs3)no2)c(C)n1C1CC1	i
O=S(=O)(c1ccc(Br)cc1)n1cnc2ccccc21	i
O=C1CCCC(O)=C1N=Nc1ccc2c(c1)OCO2	i
CS(=O)(=O)c1ccc(F)c([N+](=O)[O-])c1	i
O=C(NNC(=O)c1cc2c(s1)CCCC2)c1ccco1	i
NC(=S)c1cccs1	i
CC1=C(c2ccccc2)Oc2ccccc2C1c1ccc(C)cc1 (stereo not drawn)	i
Cc1nc(SCC(=O)c2cc(C)n(C)c2C)n(CC(C)C)c1C	i
S=C1NC2=C(CCCC2=C2SCCCS2)C(c2ccccc2)N1 (stereo not drawn)	i
CCCCNC(=S)N(C)/N=C1\C(=O)Nc2ccc([N+](=O)[O-])cc21	i
Cc1nc(SC(C)C(N)=O)c2c3c(sc2n1)CCC3 (stereo not drawn)	i
O=C(NC(Nc1ccc(Br)cc1)C(Cl)(Cl)Cl)NC(Nc1ccc(Br)cc1)C(Cl)(Cl)Cl (stereo not drawn)	i
COc1ccc(C2=CC(c3ccc(Cl)cc3)n3ncnc3N2)cc1OC (stereo not drawn)	i
C=CCNS(=O)(=O)c1ccc(Cl)c(Cl)c1	i
Fc1ccc(OCc2n[nH]c(=S)o2)cc1	i
CN(CC(=O)NCc1ccco1)C(=O)/C=C/c1ccsc1	i
Cn1nnnc1SCCn1cnc2c1c(=O)n(C)c(=O)n2C	i
CCOC(=O)C(C)Oc1ccc2c(=O)c(Oc3ccc(OCC)cc3)coc2c1 (stereo not drawn)	i
O=c1cc(CSc2nnc3ccccn23)c2c(ccc3ccccc32)o1	i
CN(C)S(=O)(=O)c1cccc(C[n+]2cccc(-c3ccccc3)c2)c1	i
O=C(CSc1nnc(SCC(=O)NC2CCCCC2)s1)NC1CCCCC1	i
c1ccc2c(c1)oc1c(NCC3CCCO3)ncnc12 (stereo not drawn)	i

(next part)
SMILES	PL synth Enamine
CCN(CC)S(=O)(=O)c1ccc(CN)s1	i
S=c1[nH]ccn1-c1cccc(Cl)c1	i
COc1ccc(Br)cc1S(=O)(=O)Nc1ccc2c(c1)OCO2	i
COc1ccc(OC)c(S(=O)(=O)N2CCCSc3ccccc32)c1	i
C=CCn1c(SC(C)C(N)=O)nc2sc3c(c2c1=O)CCC(C)C3 (stereo not drawn)	i
CS(=O)(=O)Nc1ccc(S(=O)(=O)N2CCCCCC2)cc1	i
O=[N+]([O-])c1cc2c(c(COc3ccc4c(c3)CCC4)c1)OCOC2	i
Nc1ccc(S(=O)C(F)F)cc1 (stereo not drawn)	i
CCNC(=O)NCCC12CC3CC(CC(C3)C1)C2	i
c1ccc(N=Nc2c3[nH]c4ccccc4nc-3c3ccccc23)cc1	+
CCOc1ccc(OCCSc2nc(N)cc(N)n2)cc1	i
O=c1c2ccccc2sn1-c1nc2ccccc2s1	i
COc1cc(OC)nc(N=CN(C)C)n1	i
CC(C)OC(=O)c1c(NC(=O)COC(=O)C2=NNC(=O)CC2)sc2c1CCCC2	i
O=c1c2c3c(sc2nc2ccc(N4CCCCC4)nn12)CCCC3	i
CCNC(=O)NC(=O)CN1C(=O)NC2(CCCC2)C1=O	i
COc1ccc(-c2c[n+]3c(n2-c2ccccc2)SCC3)cc1OC	i
O=C(CSc1nc2ncc(Cl)cc2[nH]1)N1CCN(CC(=O)N2CCCC2)CC1	i
Cc1cc(C2=[N+]([O-])C(C)(C)C(c3ccc(F)c(C)c3)=[N+]([O-])C2(C)C)ccc1F	i
Clc1ccc(/C=C/c2nc3ccccc3o2)cc1Cl	i
S=c1[nH]nc(-c2ccc(Br)cc2)o1	i
Cc1cc(C=C2Sc3ccccc3N2Cc2ccccc2)cc(C)[n+]1-c1ccc(C(C)C)cc1	i
C1CCC(OCCCNC2C3CC4CC(C3)CC2C4)CC1 (stereo not drawn)	i
OCc1nc2ccccc2n1CC(O)COc1ccccc1 (stereo not drawn)	i

Of the compounds above, 6 contain a nitro group on carbon.
SMILES	PL synth Enamine
O=[N+]([O-])c1ccccc1OC(=NC1(C(Cl)(Cl)Cl)Oc2ccccc2O1)C(F)(F)F	i
O=[N+]([O-])c1ccc(-c2n(-c3ccccn3)c3ccccc3[n+]2-c2ccccn2)cc1	i
O=[N+]([O-])c1cc2c(c(CSc3cccc[n+]3[O-])c1)OCOC2	i
CS(=O)(=O)c1ccc(F)c([N+](=O)[O-])c1	i
CCCCNC(=S)N(C)/N=C1\C(=O)Nc2ccc([N+](=O)[O-])cc21	i
O=[N+]([O-])c1cc2c(c(COc3ccc4c(c3)CCC4)c1)OCOC2	i

Other compounds follow:
SMILES	PL synth Enamine
Cc1nc2sc3c(c2c(=S)[nH]1)CCCC3	i
CCCCCc1nnc(N)s1	i
O=c1nc2n(c3ccc([N+](=O)[O-])cc13)CCCCC2=CNNc1ccc([N+](=O)[O-])cc1[N+](=O)[O-]	i
Cc1ccc(N=P2(N3CCOCC3)/C(=C3/N(C)c4ccccc4C3(C)C)C=NN2c2ccccc2)cc1 (stereo not drawn)	i
C/C(=N\N=c1/sc2ccccc2n1C)c1ccc2ccccc2c1	i
O=P(O)(/C=C/c1ccccc1)/C=C/c1ccccc1	i
CCCNC(=O)NC(=O)Cn1cnc2c1c(=O)n(C)c(=O)n2C	i
ClC12CC3CC(C1)CC(CN=Cc1cccs1)(C3)C2	i
O=S1(=O)CCC(N(Cc2ccco2)S(=O)(=O)c2ccc3c(c2)CCC3)C1 (stereo not drawn)	i
Cn1c(Cc2cccs2)nnc1SCC(=O)c1c(N)n(C2CC2)c(=O)[nH]c1=O	i
C(=Nc1ccc(C23CC4CC(CC(C4)C2)C3)cc1)c1ccncc1	i
O=C(Oc1ccc2c(c1)OCO2)C1COc2ccccc2O1 (stereo not drawn)	i
Cc1cc(C)n2cc(CSc3nc4cc(Cl)ccc4s3)nc2n1	i
c1ccc2c(c1)-c1ccccc1C2C1CCNCC1	i
O=S(=O)(N(c1ccc(Br)cc1)C(F)F)C(F)(F)F	i
CCCCS(=O)(=O)C1CCS(=O)(=O)C1 (stereo not drawn)	i
Cc1cnc(C(=O)Nc2sc3c(c2C(=O)NCC2CCCO2)CCCC3)cn1 (stereo not drawn)	i
O=C(c1ccccc1)C1C(c2ccccc2)n2nnnc2NC1(O)C(F)(F)F (stereo not drawn)	i
CN=c1scc(-c2cccc(Cl)c2)n1/N=C/c1ccccc1Br	i
COc1ccc(-c2noc(CSCc3ccc(Cl)cc3)n2)c(OC)c1	i
CCCCCCc1nc2cc(C)cc(C)c2n1-c1cc(C(C)(C)C)c(O)c(C(C)(C)C)c1	i
O=c1cc(CSc2ccc(F)cc2F)nc2ccc(Br)cn12	i
CN(C)/N=C/C=C1\CCC/C(=C\c2cc(Br)cs2)C1=O	i
O=C(Nc1nncs1)C12CC3CC(CC(C3)C1)C2	i

Sorted by count of non-hydrogen atoms (ascending): 10 of the compounds above
SMILES	PL synth Enamine
CCCCS(=O)(=O)C1CCS(=O)(=O)C1 (stereo not drawn)	i
O=C(Nc1nncs1)C12CC3CC(CC(C3)C1)C2	i
c1ccc2c(c1)-c1ccccc1C2C1CCNCC1	i
CN(C)/N=C/C=C1\CCC/C(=C\c2cc(Br)cs2)C1=O	i
O=C(Oc1ccc2c(c1)OCO2)C1COc2ccccc2O1 (stereo not drawn)	i
CN=c1scc(-c2cccc(Cl)c2)n1/N=C/c1ccccc1Br	i
C(=Nc1ccc(C23CC4CC(CC(C4)C2)C3)cc1)c1ccncc1	i
COc1ccc(-c2noc(CSCc3ccc(Cl)cc3)n2)c(OC)c1	i
Cc1cnc(C(=O)Nc2sc3c(c2C(=O)NCC2CCCO2)CCCC3)cn1 (stereo not drawn)	i
CCCCCCc1nc2cc(C)cc(C)c2n1-c1cc(C(C)(C)C)c(O)c(C(C)(C)C)c1	i

Random excerpt: 2 records from the list, in no set order.
SMILES	PL synth Enamine
O=C(c1ccccc1)C1C(c2ccccc2)n2nnnc2NC1(O)C(F)(F)F (stereo not drawn)	i
c1ccc2c(c1)-c1ccccc1C2C1CCNCC1	i

Other results:
SMILES	PL synth Enamine
O=[N+]([O-])c1ccc2[nH]c(O)c(N=NC(=S)NCC3CCCO3)c2c1 (stereo not drawn)	i
Cc1nn(C)c(N)c1C(O)(c1nccn1C)C(F)(F)F (stereo not drawn)	i
c1nc(Sc2nc(CN3CCOCC3)nc3sc4c(c23)CCC4)c2c3c(sc2n1)CCC3	i
N=c1sccn1CC(=O)O	i
Oc1c(Cl)cc(Cl)c2ccc(/C=C/c3ccc4c(c3)OCO4)nc12	i
COc1ccc(N=P2(N3CCOCC3)/C(=C3\N(C)c4ccccc4C3(C)C)C=NN2c2ccccc2)cc1 (stereo not drawn)	i
Cc1n[nH]c(=S)n(/N=C/C2=CCC3CC2C3(C)C)c1=O (stereo not drawn)	i
COCCn1c(NC(=S)NC(=O)C2CC2)cc(=O)[nH]c1=O	i
NC1=NC(=Nc2ccc(F)cc2F)c2ccccc21	i
CC1(C)CC(NS(=O)(=O)c2ccc(F)c(C(F)(F)F)c2)CC(C)(C)N1	i
Cc1cc(NC(=O)Cn2cnc3c2c(=O)n(C)c(=O)n3C)no1	i
O=S(=O)(c1ccc(OC(F)(F)F)cc1)N(Cc1nnc2ccccn12)S(=O)(=O)c1ccc(OC(F)(F)F)cc1	i
COc1ccc(N=C(N(C)C)P(=O)(N(C)C)N(C)C)cc1	i
O=[N+]([O-])c1cc2c(cc1S(=O)(=O)c1ccc(Cl)cc1)OCO2	i
O=C1/C(=N\n2cnc3c(cnn3-c3ccccc3)c2=O)c2ccccc2N1CO	i
O=S(=O)(c1ccc(Cl)cc1)N1CCN(Cn2nc3c(Cl)cc(Cl)cn3c2=S)CC1	i
CC1(NC(=S)Nc2ccccn2)CCS(=O)(=O)C1 (stereo not drawn)	i
C1=C(c2ccc(N3CCOCC3)cc2)Nc2nnnn2C1c1cccc2ccccc12 (stereo not drawn)	i
CCCCCCc1ccc(-c2csc(-c3c(C)nc4sccn34)n2)cc1	i
Cn1/c(=N/N=C/c2ccccc2Br)sc2ccccc21	i
O=c1[nH]cnc2c1oc1ccccc12	i
Cc1sc2ncnc(NCCOCCO)c2c1C	i
O=P(C1=C(N2CCOCC2)/C(=C\c2ccccc2)CC1)(N1CCOCC1)N1CCOCC1	i
O=[N+]([O-])c1cc(O)c(N=Cc2ccc[nH]2)cc1Cl	i
O=C(O)c1cc2c(F)cc(F)cc2[nH]1	i
Cc1cc(C(=O)CN2C(=O)C(=O)N(C3CCCC3)C2=O)c(C)n1Cc1cccs1	i
O=C(NCc1ccco1)C(=O)NCc1ccco1	i
Oc1ccc(-c2[nH]ncc2-c2ccc(F)cc2)c(O)c1	i
Cc1cc(-c2cc(F)c(Cl)cc2Cl)nc2cc3c(cc12)OCO3	i
O=C(Cn1cc(C(F)(F)F)cc(Cl)c1=O)c1ccc(Br)s1	i
CC(C)CNC(=O)CN1C(=O)NC(C)(C2CC2)C1=O (stereo not drawn)	i
S=C(Nc1cccc(I)c1)Nc1ccc(Cl)cc1Cl	i
O=C(Nc1ccccc1)NC(NC(=S)Nc1ccc(I)cc1)C(Cl)(Cl)Cl (stereo not drawn)	i
Brc1ccc(-c2nc(-c3ccncc3)no2)cc1	i
